Pol beta inh: blocks human DNA polymerase beta activity; P06746; Pol beta primer extension/strand displacement, fluorescence kinetic; Potency, µM (doses to about 114 µM), for inactives: at the top dose activity change, negative = inhibition, usual class: inhibitors; hit rate 1.3% among 340,000; note: potency is the fitted concentration of half-maximal effect; % is set by controls: 0 for no effect and ±100 for the full control effect
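Kinetic readout of DNA synthesis with strand displacement by Pol beta. Compound and 10 nM enzyme sit 15 min at room temperature; 50 nM substrate starts the reaction, read immediately and at 10 min.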
APE1 inh: inhibitors of human APE1 endonuclease | P27695 | recombinant APE1, TAMRA/BHQ-2 abasic DNA cleavage fluorescence | Potency, µM (doses to about 65.8 µM), inactives show at the highest dose activity change, negative = inhibition, hits mostly inhibitors | hit rate 0.35% among 350,000;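 note: potency is the fitted concentration of half-maximal effect; plate controls were vehicle for no effect and reference inhibitor for full effect; nearly all actives have a fitted effect of over 55% in size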
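Quantitative HTS: incision of a TAMRA/BHQ-2 double-stranded substrate bearing a tetrahydrofuran abasic site by 0.75 nM APE1 raises fluorescence. Substrate 50 nM final, added after 15 min compound preincubation at room temperature; progress as third-minus-first kinetic read difference.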
ERG-DNA inh: ERG Ets/DNA interaction inhibition | P11308 | fluorescence polarization, His-ERG Ets domain / labelled DNA | Potency, µM (top dose mostly 76.9 µM), inactives show top-dose FP activity, negative = inhibition, actives largely listed as inhibitors | hit rate 0.028% among 370,000; active = well fitted inhibition curve with a large enough effect in the polarisation, with a control signal flat; inconclusive = small, poorly fitted or top-dose-only effect, or effect the other way, or a change in a side signal; inactive = no such curve, though single readings can be large or run the other way; the % refers to the polarisation;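 note: polarization taken with two DNA probes labelled with fluorescein and Texas red; potency is the fitted concentration of half-maximal effect; % of control where 0% means no effect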
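His-tagged ERG Ets domain (1 uM in the protein solution; 300mM KCl, 50mM Tris-HCl, 1mM EDTA, 1mM DTT, pH 7.5) received compound, then a probe mix of 5 nM fluorescein-DNA and 100nM Texas-615-DNA. Fluorescence polarization was read for both dyes.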
POLK inh: inhibitors of human DNA polymerase kappa | hit rate 0.53% among 400,000 | Q9UBT6 | purified Pol kappa, fluorescent DNA synthesis assay, 10 min | Potency, µM (highest dose often 107 µM), without a hit: at the top dose activity, negative = inhibition, actives largely listed as inhibitors | AID 588579; note: potency is the fitted concentration of half-maximal effect; % is set by controls: 0 for no effect and ±100 for the full control effect
Target sequence (Q9UBT6 whole entry, looked up): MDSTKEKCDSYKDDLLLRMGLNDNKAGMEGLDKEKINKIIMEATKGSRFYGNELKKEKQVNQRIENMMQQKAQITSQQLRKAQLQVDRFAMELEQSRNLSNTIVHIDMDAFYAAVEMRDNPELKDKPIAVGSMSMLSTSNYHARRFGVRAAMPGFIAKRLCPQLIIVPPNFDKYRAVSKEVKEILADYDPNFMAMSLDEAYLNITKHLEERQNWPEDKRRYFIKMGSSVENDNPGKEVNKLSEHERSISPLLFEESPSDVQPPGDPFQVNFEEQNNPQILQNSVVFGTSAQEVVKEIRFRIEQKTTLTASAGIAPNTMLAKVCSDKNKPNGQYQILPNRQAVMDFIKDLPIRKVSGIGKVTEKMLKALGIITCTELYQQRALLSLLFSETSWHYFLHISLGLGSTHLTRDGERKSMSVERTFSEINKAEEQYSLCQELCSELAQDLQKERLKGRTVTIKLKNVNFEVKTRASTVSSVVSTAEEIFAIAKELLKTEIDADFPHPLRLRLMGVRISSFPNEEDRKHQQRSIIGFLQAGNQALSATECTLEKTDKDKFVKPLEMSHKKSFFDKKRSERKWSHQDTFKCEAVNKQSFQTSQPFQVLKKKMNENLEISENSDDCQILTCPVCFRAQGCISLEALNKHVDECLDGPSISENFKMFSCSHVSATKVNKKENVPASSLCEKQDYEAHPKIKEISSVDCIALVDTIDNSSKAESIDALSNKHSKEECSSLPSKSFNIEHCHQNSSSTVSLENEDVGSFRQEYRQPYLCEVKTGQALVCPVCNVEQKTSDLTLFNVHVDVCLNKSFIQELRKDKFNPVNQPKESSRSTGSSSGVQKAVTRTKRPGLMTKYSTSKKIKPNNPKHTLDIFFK
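Readout: fluorescence, taken kinetically at 0 and 10 min. Conditions: 10 nM Pol kappa, 15 min RT compound preincubation, 50 nM substrate final. Controls: enzyme-free buffer wells.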
12-LOX inh: ALOX12 (human) lipoxygenase inhibition; P18054; Potency, µM (doses to about 108 µM), without a hit: at the highest dose activity change, negative = inhibition, most hits filed as inhibitors; AID 1671190; hit rate 1.1% among 580,000; purified 12hLO, xylenol orange hydroperoxide absorbance; note: potency is the fitted concentration of half-maximal effect; % is set by controls: 0 for no effect and ±100 for the full control effect
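Purified human 12hLO at 150 nM in 25 mM Hepes, 0.01% Triton X-100, pH 7.0, preincubated 15 min at room temperature with compound. Reaction started with 40 uM arachidonic acid, 30 min at room temperature. Hydroperoxide measured by Fe-xylenol orange, 573/405 nm absorbance ratio.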
Anesthetic bind: candidate novel general anesthetic via apoferritin binding. apoferritin/1-aminoanthracene competitive binding, fluorescence. Potency, µM (titrated, usually from 77.5 µM), for inactives: at the top dose activity change, negative = displacement, most hits filed as inhibitors. hit rate 0.074% among 350,000. AID 485281; note: potency is the fitted concentration of half-maximal effect; % is set by controls: 0 for no effect and ±100 for the full control effect; nearly all actives have a fitted effect of over 20% in size
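Read-out: endpoint 1-AMA fluorescence, excitation 380 nm and emission 535 nm, after compounds sit 10 min at room temperature with 10 uM horse-spleen apoferritin in 50% saturated 1-AMA/PBS. Values come from four-parameter Hill fits.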
LDHA inh: LDHA (human) enzyme inhibition; AID 1347041; hit rate 0.15% among 480,000; P00338; activity change, % (values are at about 110 or 230 µM); purified LDHA, NADH/diaphorase-resazurin fluorescence; stronger effect = lower value; in the data active = activity change below about -30%; inconclusive = mostly about -25% to -30%;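 note: plate controls were DMSO wells for no effect and wells without enzyme for full effect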
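Resorufin fluorescence (ex540/em590), read at 0 and 20 min after diaphorase/resazurin addition, reports the NADH left after a 5 min room-temperature reaction of 2 nM human LDH5 with 0.06 mM NADH and 0.2 mM pyruvate.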
POLH inh: DNA polymerase eta (human) inhibition. Potency, µM (series often up to 114 µM), without a hit: at the highest dose activity change, negative = inhibition, hits mostly inhibitors. Q9Y253. hit rate 1.2% among 390,000. AID 588591. recombinant Pol eta, fluorescent DNA replication assay; note: potency is the fitted concentration of half-maximal effect; % is set by controls: 0 for no effect and ±100 for the full control effect
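Pol eta (10 nM) was preincubated with compounds for 15 min at room temperature, after which fluorescent replication substrate (50 nM final) was added to start the reaction. Fluorescence was read kinetically at 0 and 10 min.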
RGS4 inh: blocks human RGS4-accelerated GTP hydrolysis | Transcreener GDP fluorescence polarization, RGS4-accelerated GTP hydrolysis | P49798 | Potency, µM (titrated, usually from 114 µM), inactives show top-dose activity change, negative = inhibition, most hits filed as inhibitors | AID 504845 | hit rate 0.039% among 390,000; note: potency is the fitted concentration of half-maximal effect; % is set by controls: 0 for no effect and ±100 for the full control effect; nearly all actives have a fitted effect of over 75% in size; some results filed as inactive show a strong effect at the top dose
Target sequence (P49798 whole entry, looked up): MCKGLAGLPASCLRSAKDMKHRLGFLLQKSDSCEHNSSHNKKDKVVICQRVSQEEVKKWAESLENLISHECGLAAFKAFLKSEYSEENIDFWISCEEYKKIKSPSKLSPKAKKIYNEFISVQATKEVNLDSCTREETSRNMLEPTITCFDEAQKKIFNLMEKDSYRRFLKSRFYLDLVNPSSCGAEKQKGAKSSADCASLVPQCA
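MLSMR compounds (23 nl, pin-transferred) preincubated 10 min at room temperature with a 500nM (2x) first reagent, then RGS4 at 900nM (2x) plus Transcreener GDP mix added; fluorescence polarization (620/688 nm) read before and after 90 min at 30 °C.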
Starred values were filed as active, the others as inactive; ? = inconclusive; . = no result given; [ ] = remark or other dose. Unless noted, calls come from the whole dose curve; as a rule, active = well fitted curve in the direction sought with a large enough effect; inconclusive = small, poorly fitted or top-dose-only effect, or another doubt; inactive = no such curve, though single readings can be large; an effect the other way counts as inactive or inconclusive. Only part of the results is shown (hit frequency here may not be typical).

LDHA inh	RGS4 inh	POLK inh	POLH inh	Pol beta inh	Anesthetic bind	ERG-DNA inh	APE1 inh	12-LOX inh	molecule
-1.6	15.1%	-3.8%	-12.9%	-2.6%	-5.7%	2.5%	11.5%	-12.5%	O=C(CC12CC3CC(CC(C3)C1)C2)NCC(c1ccc(F)cc1)N1CCOCC1 (centres undefined)
-6.5	8.8%	-2.2%	-10.2%	1.0%	-17.6%	-2.5%	.	2.7%	CCOc1ccc2c(c1)c(=O)c(S(=O)(=O)c1ccc(CC)cc1)cn2Cc1cccc(Cl)c1
-1.4	-8.9%	-7.5%	-6.1%	8.6%	-5.8%	8.0%	13.3%	-40.9%	COc1ccc(N(CC(=O)N2CCCCCC2)S(C)(=O)=O)cc1Cl
1.9	-10.7%	-8.2%	-19.3%	.	.	-0.6%	-9.3%	10.1%	Cc1ccc(S(=O)(=O)NCCC(=O)N2CCOCC2)cc1C
-9.8	-4.8%	-5.1%	6.3%	15.9%	-12.0%	5.8%	0.2%	6.2%	CCOc1ccc(-c2c(C(=O)N/N=C/c3ccccc3)nnn2-c2nonc2N)cc1
2.0	4.4%	-22.6%	-20.0%	-0.5%	-4.9%	1.2%	.	3.0%	Nc1ccc2oc(-c3ccccc3Br)nc2c1
-11.7	?	-5.5%	-13.5%	-9.6%	-14.2%	8.7%	-1.4%	?	COc1ccc(Nc2nc(-c3cccs3)cs2)cc1
-1.6	-5.7%	-6.7%	-12.3%	-18.6%	-21.9%	13.7%	25.7%	-7.1%	Cc1cccc(C)c1OCc1cc(C(=O)NCc2ccc(Cl)s2)no1
-2.2	-17.2%	-2.0%	-8.4%	?	-20.4%	2.3%	-4.5%	21.0%	O=C(COC(=O)c1cccc(S(=O)(=O)N2CCOCC2)c1)Nc1ccc2c(c1)OCO2
-13.2	-0.8%	-4.0%	-1.5%	6.3%	-2.2%	-7.6%	-9.6%	21.2%	CCc1nnc(NC(=O)CN2CCN(Cc3ccccc3C)CC2)s1

The results go on.
LDHA inh	RGS4 inh	POLK inh	POLH inh	Pol beta inh	Anesthetic bind	ERG-DNA inh	APE1 inh	12-LOX inh	molecule
-7.1	-16.5%	-13.4%[60.1 µM]	-5.4%	0.8%	61.8%[activator]	4.0%	.	?	CCOc1ccc(S(=O)(=O)Nc2cccc(-c3ccc(N4CCCC4)nn3)c2)cc1
0.3	-43.4%	4.7%	-5.1%	-1.2%	-20.7%	-1.0%	?	?	Cc1ccc(Cl)cc1Nc1nc(-c2sc(NC(=O)C(C)(C)C)nc2C)cs1
0.1	-11.0%	0.0%	-18.4%	-7.1%	1.7%	-6.6%	9.2%	.	CCOc1ccccc1CNC(=O)Cn1ccc2cc(S(=O)(=O)N3CCC(C)CC3)ccc21
0.6	-20.8%	-6.6%	-18.6%	.	.	5.9%	-6.6%	-13.4%	O=C(COC(=O)c1cc(Cl)ccc1O)Nc1cc(C(F)(F)F)ccc1N1CCOCC1
-5.2	3.1%	-11.9%	-16.3%	0.2%	-4.0%	-7.7%	2.2%	3.6%	CCc1nc(SCC(=O)NNC(=O)C2CCCCC2)c2ccccc2n1
-0.2	15.9%	-2.6%	-11.3%	-1.1%	-23.4%	-3.2%	-7.6%	13.0%	Cc1ccc(N2C(=O)CC(N(O)C3CC(=O)N(c4ccc(C)cc4)C3=O)C2=O)cc1 (centres undefined)
-5.9	18.9%	2.1%[60.1 µM]	-12.0%	3.6%	-5.7%	2.5%	5.0%	0.2%	Cc1ccc(C(=O)N/C(=C/c2cccc([N+](=O)[O-])c2)C(=O)NCC2CCCO2)cc1 (centres undefined)
1.1	-1.2%	2.5%	-2.5%	12.3%	-9.2%	-4.9%	10.1%	-29.3%	Cc1cc(C)c2cc(CN(CCCO)S(=O)(=O)c3ccccc3F)c(=O)[nH]c2c1
0.1	-34.0%	-11.6%	-14.1%	17.0%	?	0.2%	21.3%	-25.8%	COC(=O)CSC1=C(C#N)C(c2ccc(C)cc2)C2=C(CCCC2=O)N1 (centres undefined)
-2.1	-7.8%	-4.6%	-3.3%	-0.3%	-6.8%	14.2%	-0.4%	0.0%	NS(=O)(=O)c1ccc(NC(=O)COC(=O)c2ccco2)cc1

Looked up one by one from above (two):
LDHA inh	RGS4 inh	POLK inh	POLH inh	Pol beta inh	Anesthetic bind	ERG-DNA inh	APE1 inh	12-LOX inh	molecule
0.3	-43.4%	4.7%	-5.1%	-1.2%	-20.7%	-1.0%	?	?	Cc1ccc(Cl)cc1Nc1nc(-c2sc(NC(=O)C(C)(C)C)nc2C)cs1
-5.9	18.9%	2.1%[60.1 µM]	-12.0%	3.6%	-5.7%	2.5%	5.0%	0.2%	Cc1ccc(C(=O)N/C(=C/c2cccc([N+](=O)[O-])c2)C(=O)NCC2CCCO2)cc1 (centres undefined)

Further structures follow.
LDHA inh	RGS4 inh	POLK inh	POLH inh	Pol beta inh	Anesthetic bind	ERG-DNA inh	APE1 inh	12-LOX inh	molecule
-1.3	2.8%	18.1%	-17.4%	27.5%	2.4%	6.1%	.	-18.8%	CCOC(=O)c1sc(NC(=O)c2nc(SCC)ncc2Cl)c(C(=O)OCC)c1C
-2.6	20.5%	-2.6%	-12.1%	-0.8%	-18.0%	-14.5%	6.0%	0.0%	Cc1cc(C)cc(OCC(=O)N/N=C/c2ccco2)c1
6.5	9.8%	-6.8%	9.6%	-12.0%	-9.6%	1.7%	-7.9%	6.0%	O=c1cc(O)c2c(=O)n(-c3ccccc3)c3c(c2o1)CCCCCC3
7.2	-50.8%	-5.4%[60.1 µM]	-20.8%	-25.5%	-2.0%	-5.2%	.	10.8%	O=C(CSc1nccn1-c1ccc(F)cc1)Nc1ccc(OC(F)(F)F)cc1
-0.7	30.0%	-5.7%	-1.5%	0.2%	-13.8%	-21.6%	-1.9%	0.8%	O=C(C[C@@H]1NS(=O)(=O)OC2CCCCC21)c1ccccc1 (some centres undefined)
-1.4	14.3%	-21.5%	-5.0%	1.5%	4.7%	4.7%	-1.2%	-25.2%	O=C(CC1C(=O)NCCN1C(=O)Nc1ccccc1)Nc1cccc(C(F)(F)F)c1 (centres undefined)
1.0	-18.2%	-1.3%	-22.0%	11.9%	-3.6%	5.2%	-0.1%	3.2%	COc1ccc(CCNc2ncnc3cc(OC)c(OC)cc23)cc1OC
-2.3	-0.3%	-4.2%[60.1 µM]	-2.9%	-0.8%	-13.5%	.	-0.2%	26.0%	Cc1ccc(NC(=O)CC(O)(C(F)(F)F)C(F)(F)F)c(Br)c1
0.6	-4.4%	1.8%	-6.3%	7.4%	-8.1%	-0.6%	54.6%[activator]	54.5%	Cc1cccc(NS(=O)(=O)c2cc3c(cc2C)N(C)CCO3)c1
-9.4	1.6%	-1.4%	-0.9%	-27.0%	-12.3%	1.5%	.	-17.7%	Cc1ccc(F)cc1NC(=O)CSc1nc(-c2cccs2)cc(C(F)(F)F)n1

Later entries:
LDHA inh	RGS4 inh	POLK inh	POLH inh	Pol beta inh	Anesthetic bind	ERG-DNA inh	APE1 inh	12-LOX inh	molecule
2.7	-21.9%	12.9%	-12.3%	1.9%	-10.0%	-2.8%	-1.4%	1.5%	O=C(O)CC1C(=O)NCCN1Cc1cccs1 (centres undefined)
-0.8	3.0%	4.2%	-4.6%	21.8%	-8.2%	-1.4%	0.0%	0.0%	COc1ccc(NC(=O)CSc2nnc(Cn3cnc4ccccc43)o2)cc1
0.4	0.7%	-0.8%	-22.8%	2.0%	-17.4%	12.0%	18.1%	1.7%	CC1CCCCN1S(=O)(=O)c1ccc(C(=O)Nc2nnc(C3CC3)o2)cc1 (centres undefined)
7.7	1.7%	-2.3%	-4.5%	10.2%	9.1%	-10.7%	19.0%	-21.9%	O=C(Nc1cccc(O)c1)c1ccccc1
5.1	-17.3%	2.5%	-12.7%	-0.1%	-0.4%	2.9%	11.9%	29.4%	Cc1ccc(SCc2cn3cc(Cl)ccc3n2)cc1
-2.3	11.8%	-13.2%	3.5%	3.3%	-10.9%	-10.3%	-1.8%	39.7%[activator]	COc1cc(C)c(C)cc1S(=O)(=O)N1CCCCC1c1cccnc1 (centres undefined)
-9.2	11.7%	-10.6%	1.2%	5.1%	-2.4%	6.1%	2.0%	?	O=C(/C=C/Nc1ccc(S(=O)(=O)Nc2ncccn2)cc1)c1ccc(Cl)c(Cl)c1
-1.4	4.3%	-13.2%	-9.8%	.	.	5.5%	-3.6%	-25.1%	COc1ccc(S(=O)(=O)N2CCCCCC2)cc1C(=O)NCc1ccccc1Cl
-1.0	-10.9%	-13.8%	-20.7%	.	.	-0.1%	-10.0%	-18.7%	CCN(CC)S(=O)(=O)c1ccc(C)c(NC(=O)CNc2cccc(S(=O)(=O)N3CCCC3)c2)c1
-10.2	-7.7%	-2.9%	-8.0%	-13.4%	-11.5%	4.8%	1.9%	?	O=c1c2ccc(Cl)cc2[nH]c(=S)n1CCCN1CCOCC1
0.5	-33.9%	-9.8%	-7.2%	25.3%	-5.0%	4.1%	7.1%	0.0%	COc1cc2nc(CN(CCC(C)C)Cc3nc4cc(OC)c(OC)cc4c(=O)[nH]3)[nH]c(=O)c2cc1OC

Screens from PubChem.
